Rpn11 block – Rpn11 (human) deubiquitinase inhibition; calls only at 20 µM; actives 0.59% (n = 360,000); O00487; human 26S proteasome, Ub4-pepOG fluorescence polarization; 20S core pre-blocked with epoxomicin; AID 588493;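 active = inhibition at 20 µM, scaled to each plate's controls, above about 33%, limit read from the data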
Target sequence (O00487 whole entry, looked up): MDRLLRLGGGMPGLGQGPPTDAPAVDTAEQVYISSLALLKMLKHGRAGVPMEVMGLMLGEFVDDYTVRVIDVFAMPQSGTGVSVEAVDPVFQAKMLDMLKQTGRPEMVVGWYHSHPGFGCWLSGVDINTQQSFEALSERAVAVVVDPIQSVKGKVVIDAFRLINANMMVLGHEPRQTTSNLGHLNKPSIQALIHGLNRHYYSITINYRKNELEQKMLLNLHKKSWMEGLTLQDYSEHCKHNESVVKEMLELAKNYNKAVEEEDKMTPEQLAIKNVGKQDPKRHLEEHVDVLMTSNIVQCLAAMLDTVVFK
MsrA inh – inhibitors of bovine MsrA | AID 651718 | inhibition, % at 15.5 µM | purified bovine MsrA, absorbance read-out | actives 0.75% (n = 360,000); in the data active = inhibition above about 4.5%;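 note: 0% = vehicle wells with enzyme and 100% = reference inhibitor wells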
TbMetRS inhib – blocks T. brucei methionyl-tRNA synthetase activity; inhibition, % at 11.9 µM; purified T. brucei MetRS, ATP depletion, Kinase-Glo luminescence; AID 624268; actives 0.4% (n = 360,000);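 active = inhibition above a per-plate cutoff of the control wells' mean inhibition plus 3 SD, cut at about 5.5% in these data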;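 note: 0% = DMSO wells median and 100% = median of wells with control inhibitor compound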
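Test system: purified T. brucei MetRS enzyme. Also added: ATP, methionine and E. coli bulk tRNA substrates. Compound: 11.9 µM single point. Schedule: 15 min enzyme-compound preincubation, 2 h reaction, 10 min detection, 25 °C. Signal: luciferase luminescence of residual ATP, Kinase-Glo. Evaluation: percent inhibition versus plate control medians. Controls: DMSO wells, low control.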
LMPTP block – blocks human LMPTP phosphatase | P24666 | recombinant LMPTP-A, OMFP fluorogenic substrate, fluorescence intensity | inhibition, % at 20 µM | actives 0.22% (n = 360,000) | AID 651560;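 active = compounds that cut the enzyme signal by at least half of the control window in the single-dose screen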;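 note: plate controls were DMSO wells with enzyme plus substrate for no effect and substrate without enzyme for full effect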
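Test system – LMPTP-A phosphatase enzyme · Quantity – 0.625 nM LMPTP-A final · Reagent – OMFP substrate, 400 µM final · Dosing – one test concentration per compound, 20 µM, with 3% DMSO overall · Timing – 50 min enzyme reaction at room temperature, protected from light · Detection – fluorescence intensity · Controls – substrate-only low control, DMSO enzyme-plus-substrate high control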
CSN inh – inhibitors of human CSN-mediated cullin deneddylation. AID 651999. actives 0.38% (n = 360,000). inhibition, % at 12.5 µM. Q92905. Purified CSN, SCF-Nedd8-OG deneddylation, fluorescence polarization;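 active = pattern-corrected inhibition above about 35%, with an unprinted fluorescence ratio check between 0.5 and 1.5, limit read from the data, passing the limit was not always enough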;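 note: 0% = enzyme with substrate and 100% = substrate without enzyme; some results filed as inactive read as strong as hits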
Target sequence (Q92905 whole entry, looked up, one chain of several): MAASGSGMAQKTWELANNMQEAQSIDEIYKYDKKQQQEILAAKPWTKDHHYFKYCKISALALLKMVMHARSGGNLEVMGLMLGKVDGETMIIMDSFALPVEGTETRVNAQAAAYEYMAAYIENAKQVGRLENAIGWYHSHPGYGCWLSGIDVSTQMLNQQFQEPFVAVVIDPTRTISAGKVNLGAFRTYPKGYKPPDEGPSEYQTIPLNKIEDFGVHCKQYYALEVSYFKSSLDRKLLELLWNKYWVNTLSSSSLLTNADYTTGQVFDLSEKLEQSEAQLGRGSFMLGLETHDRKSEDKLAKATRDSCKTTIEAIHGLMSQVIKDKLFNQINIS
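test system = HEK293T-derived human Csn5 enzyme | amount = 0.24 nM Csn5 enzyme, final concentration | medium = Tris/NaCl/DTT buffer, pH 7.5 | schedule = 90 min reaction at room temperature | signal = FP | evaluation = inhibition of Csn5 cleavage, % | compound dosing = single dose of 12.5 µM compound with 0.25% DMSO | probe or stimulus = 10 nM SCFSkp2-Nedd8OG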
DNMT1 block – inhibitors of human DNMT1 | P26358 | DNMT1 molecular beacon, Hinp1I cleavage, fluorescence | inhibition (reported as % activation of signal), % at 10 µM | actives 0.83% (n = 360,000); in the data active = inhibition above about 50%
Scp1 inh – inhibitors of human Scp-1 phosphatase. Q9GZU7. Recombinant Scp1, phosphopeptide, malachite green phosphate absorbance. inhibition, % at 20 µM. actives 0.88% (n = 340,000). AID 493091;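 active = inhibition above about 50% at 20 µM, limit read from the data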;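 note: plate controls were DMSO wells with enzyme for no effect and wells lacking enzyme for full effect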
Target sequence (Q9GZU7 76-261 limits assumed): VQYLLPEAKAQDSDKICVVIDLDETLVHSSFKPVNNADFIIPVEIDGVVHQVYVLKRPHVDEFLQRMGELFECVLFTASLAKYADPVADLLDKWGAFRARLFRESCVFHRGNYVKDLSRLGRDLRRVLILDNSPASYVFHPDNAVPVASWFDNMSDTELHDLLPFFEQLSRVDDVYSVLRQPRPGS
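System: truncated SCP-1 phosphatase (76-261aa); medium: Tris acetate buffer pH 5.5 with MgCl2 and Tween-20; incubation: 45 min room-temperature reaction, 5 min colour, 30 min stabiliser; compound: single 20 µM dose, 1% DMSO; reagent: Phosphorylated 17-residue peptide substrate; read-out: % inhibition at 20 µM; technique: colorimetric free-phosphate detection, absorbance 630 nm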
NadD block – inhibitors of Staphylococcus aureus NadD. purified NadD enzyme, colorimetric absorbance read-out. inhibition, % at 20 µM. actives 0.78% (n = 360,000). AID 602399; in the data active = inhibition above about 26%; note: some compounds past the cut are filed as inactive
SUMO1 PPI mod – modulators of human SUMO1-mediated protein-protein interactions; P63165; SUMO1 binding to a labelled peptide, TR-FRET, 1 h; inhibition, % at 20 µM; actives 0.33% (n = 360,000); AID 602429; in the data active = inhibition above about 37%
Target sequence (P63165 whole entry, looked up): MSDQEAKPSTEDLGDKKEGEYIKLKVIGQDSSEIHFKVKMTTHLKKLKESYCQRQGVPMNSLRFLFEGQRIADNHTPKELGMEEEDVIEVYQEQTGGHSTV
STEP inh – STEP (human) phosphatase inhibition. P54829. recombinant STEP, OMFP fluorogenic substrate, fluorescence. inhibition, % at 20 µM. actives 0.25% (n = 360,000). AID 588621;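 active = inhibition at 20 µM, scaled per plate between control wells, above about 37%, limit read from the data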;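 note: 0% = DMSO with enzyme and substrate and 100% = substrate only without enzyme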
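Test system: STEP tyrosine phosphatase / Reagent: OMFP at 25 µM / Doses: 20 µM, 1% DMSO / Read-out: percent inhibition scaled to no-enzyme and uninhibited-enzyme controls, plate-pattern corrected / Detection: FITC-channel fluorescence of OMFP product / Medium: Bis-Tris buffer pH 6.0, 2.5 mM DTT, 0.005% Tween 20 / Schedule: 20 min at room temperature, dark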
Active calls of the source: *; i = inactive; · = not tested or not shown.

Start of the data: the first two entries (preview)
Rpn11 block	MsrA inh	TbMetRS inhib	LMPTP block	CSN inh	DNMT1 block	mol	Scp1 inh	NadD block	SUMO1 PPI mod	STEP inh
i	0.3	-0.6	4.7	13	67*	O=C(/C=C/c1ccco1)NC(=S)Nc1ccc(O)c(-c2nc3ccccc3s2)c1	-5	47*	9	5
i	1.0	-0.6	-0.1	3	28	Cc1ccc2oc3c(c(=O)c2c1)C(c1cccc(Br)c1)N(Cc1ccco1)C3=O (configuration not stated)	-4	-1	1	-10

This part in full, from the first entry:
Rpn11 block	MsrA inh	TbMetRS inhib	LMPTP block	CSN inh	DNMT1 block	mol	Scp1 inh	NadD block	SUMO1 PPI mod	STEP inh
i	0.3	-0.6	4.7	13	67*	O=C(/C=C/c1ccco1)NC(=S)Nc1ccc(O)c(-c2nc3ccccc3s2)c1	-5	47*	9	5
i	1.0	-0.6	-0.1	3	28	Cc1ccc2oc3c(c(=O)c2c1)C(c1cccc(Br)c1)N(Cc1ccco1)C3=O (configuration not stated)	-4	-1	1	-10
i	3.3	0.1	1.4	11	-8	CC(=O)NCc1ccc(-c2nc3ccccc3s2)cc1	-9	3	0	0
i	0.3	-0.5	-0.7	0	4	Cc1occc1C(=O)NCc1ccc(C(=O)O)o1	2	-2	15	1
i	0.6	-0.4	-1.7	2	-1	O=C(CCc1ccccc1)NNC(=O)COc1ccccc1	-11	-1	0	2
i	0.3	-0.8	-2.5	0	1	O=C1CC(C(=O)Nc2cccc(F)c2)n2ncnc2N1 (configuration not stated)	1	4	2	1
i	2.3	-0.6	2.0	4	-3	CCCOc1cccc(-c2cc(C(=O)N/N=C/c3cccnc3)c3ccccc3n2)c1	2	6	-7	0
i	1.5	-0.3	0.7	-2	12	CNC(C)C(=O)NC(C(=O)N1CCCC1C(=O)NC1CCCc2ccccc21)C(C)C (configuration not stated)	-4	-1	8	-4
i	0.4	-0.6	-0.5	2	-8	Cc1ccc(C(=O)COC(=O)C2CC3CCCC(C2)C3=O)cc1[N+](=O)[O-] (configuration not stated)	-6	-5	-32	0
i	-0.3	0.0	-0.1	3	0	CCOCCCN(C(=O)Cn1nnc(-c2ccc(C)o2)n1)C(C(=O)NC1CCCC1)c1ccco1 (configuration not stated)	-5	-6	-1	-1
i	-0.3	-0.3	-1.1	5	1	CCCN1CCC(=O)N(CCSc2ccccc2)CC1	7	2	-1	3
i	0.5	-0.9	-0.4	8	1	Cc1csc(Nc2ccccc2)[n+]1-c1ccccc1	-6	-2	2	-6
i	0.3	-0.8	-1.6	3	1	COc1ccc(N2CCN(C(=O)CCc3nnc4ccc(N5CCOCC5)nn34)CC2)cc1	1	2	-2	1
i	1.8	0.2	-0.5	-7	-1	Cc1ccc(/C=C/C(=O)O)cc1S(=O)(=O)NC1CCS(=O)(=O)C1 (configuration not stated)	-1	2	-1	2
i	0.5	-0.8	-1.4	-3	1	O=C(Cn1cnc2c(oc3ccccc32)c1=O)N1CCCC1	1	0	0	10
i	-0.5	0.6	-0.7	-3	-1	Cc1ccc(Cl)cc1NC(=O)CCNC(=O)N1CC(=O)Nc2ccccc21	-7	1	2	1
i	0.7	-1.0	2.6	4	6	COc1cccc(N2CC(C(=O)Nc3nnc(SCC(=O)NCc4ccco4)s3)CC2=O)c1 (configuration not stated)	47	-1	6	0
i	0.7	-0.9	1.1	-1	2	Cc1cc(NC(=O)CSc2nnnn2-c2ccc(F)cc2)no1	-4	-4	0	3
i	-0.1	-0.1	-0.5	-2	4	COCCn1c(CN2CCN(C(c3ccccc3)c3ccccc3)CC2)nc2c1c(=O)n(C)c(=O)n2C	-16	2	8	4
i	-2.2	-0.2	-1.5	7	1	Cc1nc2ccccc2c(=O)n1NC(=O)/C=C/c1ccccc1	-2	-3	3	3
i	0.3	-1.2	-3.2	-1	2	Fc1ccc(CNc2cnccn2)cc1	-4	-7	2	-1
i	-0.3	-0.4	-2.6	-6	2	O=C(NCc1ccncc1)NC12CC3CC(CC(C3)C1)C2	-1	2	1	-1
i	-0.4	0.2	-0.8	-3	7	CCOc1cc(N2CCOCC2)c(OCC)cc1NC(=O)CSc1ncccn1	-6	-4	5	-1
i	-0.5	0.0	-0.3	-3	2	NC1=NC(=O)C(Cc2ccc(Br)cc2)S1 (configuration not stated)	-7	-2	3	2
i	-0.1	-1.4	-5.5	5	0	O=C(NCCCN1CCN(c2ccccc2)CC1)Nc1ccccc1C(F)(F)F	-7	-11	-1	0
i	-0.3	-0.3	0.9	-2	10	COc1cc(C(O)c2nc(-c3ccccc3OC)cs2)ccc1F (configuration not stated)	·	1	-1	-4
i	0.4	-0.3	-0.3	6	0	CC(=O)c1cccc(NC(=O)c2ccc(C)o2)c1	-21	-2	3	2
i	-0.4	0.6	-8.7	85*	-120	C#CCOCCOCCOCCNc1nc(N2CCN(C(=O)C([C@@H](C)O)n3cc([C@@H](N)CCCCN)nn3)CC2)nc(N2CCN(C(=O)[C@H](CCCCN)n3cc([C@@H](N)[C@H](C)CC)nn3)CC2)n1 (some centres not stated)	-5	-6	-138	-1
i	-1.0	-1.0	-1.4	-10	10	CCc1cc2c(=O)c(-c3nc(C)cs3)coc2cc1OC(C)C(=O)NCCO (configuration not stated)	4	1	-11	-1
i	1.5	-1.1	1.6	9	-5	Cc1ccc(S(=O)(=O)/C(C#N)=C/c2c(N3CC(C)OC(C)C3)nc3c(C)cccn3c2=O)cc1 (configuration not stated)	-4	12	-9	5
i	-0.8	-1.2	-1.2	6	-1	CN(CCc1ccccc1)C(=O)c1ccc(NC(=O)Cc2ccc(NC(=O)C3CCCN(C(=O)C4CCC4)C3)cc2)cc1 (configuration not stated)	-12	9	6	1
i	0.4	-0.4	-0.8	4	-14	CC(=O)c1ccc(NC(=O)CSc2nc(=O)cc(N)n2-c2ccccc2)cc1	-17	-7	-5	0
i	-0.5	0.2	0.4	5	4	Cc1ccc(NC(=O)C2C3C=CC(O3)C2C(=O)O)cc1C (configuration not stated)	0	-4	1	-1
i	0.0	0.7	-2.5	0	4	N#CCCN(C(=O)CSc1nnc(-c2ccncc2)n1C1CC1)c1ccccc1	-7	-3	5	-2
i	-0.7	0.1	-1.0	3	0	CS(=O)(=O)N(CC(=O)Nc1ccccc1C(=O)N1CCCC1)c1ccccc1Br	-7	1	-3	-1
i	0.9	0.3	5.8	0	-4	CCc1nc2ccc(C(=O)NCc3ccccc3OC)cn2c1N(C)Cc1ccc(OC)cc1	·	5	-4	3

Pulled by compound from the entries so far, three records:
Rpn11 block	MsrA inh	TbMetRS inhib	LMPTP block	CSN inh	DNMT1 block	mol	Scp1 inh	NadD block	SUMO1 PPI mod	STEP inh
i	-0.8	-1.2	-1.2	6	-1	CN(CCc1ccccc1)C(=O)c1ccc(NC(=O)Cc2ccc(NC(=O)C3CCCN(C(=O)C4CCC4)C3)cc2)cc1 (configuration not stated)	-12	9	6	1
i	-0.4	0.6	-8.7	85*	-120	C#CCOCCOCCOCCNc1nc(N2CCN(C(=O)C([C@@H](C)O)n3cc([C@@H](N)CCCCN)nn3)CC2)nc(N2CCN(C(=O)[C@H](CCCCN)n3cc([C@@H](N)[C@H](C)CC)nn3)CC2)n1 (some centres not stated)	-5	-6	-138	-1
i	-0.3	-0.3	0.9	-2	10	COc1cc(C(O)c2nc(-c3ccccc3OC)cs2)ccc1F (configuration not stated)	·	1	-1	-4

Continued:
Rpn11 block	MsrA inh	TbMetRS inhib	LMPTP block	CSN inh	DNMT1 block	mol	Scp1 inh	NadD block	SUMO1 PPI mod	STEP inh
i	1.4	0.5	2.0	-5	4	Cc1cc(NC(=O)c2ccccc2O)nc(C)n1	-3	6	2	0
i	0.6	-1.2	-2.8	-1	3	CCOc1ccccc1N1CCN(S(=O)(=O)CC)CC1	3	-15	-3	7
i	0.4	-0.5	-0.8	-2	3	O=C(CSc1nncn1-c1ccccc1)NC1CCCC1	-2	-2	1	2
i	3.9	0.1	1.3	5	3	CC(=O)c1cc(F)c(N2CCCCCC2)cc1C	-6	-5	-1	2
i	0.8	0.2	1.9	0	-5	CC1CCCCN1CCNC(=O)C1CCCN(S(=O)(=O)c2cccc3nsnc23)C1 (configuration not stated)	-1	-8	-18	1
i	2.0	2.1	-1.2	-4	0	CCc1nc2sc3c(c2c(=S)[nH]1)CC(C)(C)OC3	-7	-8	-3	-1
i	1.4	-0.5	-1.5	2	0	Nc1ccccc1C(=O)NN=Cc1cccnc1	·	3	-2	1
i	0.2	-0.6	-2.6	6	6	Cc1nc(SCC(=O)Nc2c(C)n(C)n(-c3ccccc3)c2=O)[nH]c(=O)c1C	-7	-7	-1	3
i	-1.4	0.1	-2.4	4	11	Cc1c(NC(=O)CSc2nnc3sc4ccccc4n23)c(=O)n(-c2ccccc2)n1C	-3	-7	4	-3
i	-1.7	-0.4	-1.7	5	4	Cc1nnsc1C(=O)NC(C)c1ccccc1 (configuration not stated)	-13	-5	4	4
i	0.0	0.1	-0.7	-2	-10	O=C1NC(=O)C(c2ccccc2[N+](=O)[O-])=C1Nc1ccc(O)c(Cl)c1	-11	-5	-5	0
i	0.3	0.2	-1.2	0	5	NC(=O)N/N=C/c1coc2ccc3ccccc3c2c1=O	19	-2	0	-4
i	-1.6	0.8	-0.4	6	0	COCCn1c(SCC(=O)N2CCCC2)nnc1C(C)C	-7	-4	1	-4
i	1.6	0.0	-1.7	-9	-2	COc1ccccc1C(=O)N/C(=C/c1cccc([N+](=O)[O-])c1)C(=O)Nc1cccc(C(=O)O)c1	33	-5	-11	-2
i	0.8	-0.9	0.0	1	-1	CS(=O)(=O)c1cccc(C(=O)NC(c2ccccc2)c2ccccc2)c1	-16	-7	-3	-2
i	0.4	0.0	0.9	-2	0	CC(OC(=O)c1cnc2ccccc2n1)c1ccccc1Cl (configuration not stated)	-5	-7	-27	-3
i	·	-0.5	0.1	-1	-13	COc1ccc(-n2cnc3cc(NCc4ccccn4)ccc32)cc1	2	-1	2	0
i	1.4	-0.5	-2.0	9	-16	Cc1ccc2cc(C#N)c(N3CCCN(C(=O)C4CCCO4)CC3)nc2c1 (configuration not stated)	-5	3	-8	0
i	-0.4	0.6	1.4	-4	2	O=[N+]([O-])c1cc(CN2CCCC2)ccc1Sc1ccc(Cl)cc1	-4	-2	-22	2
i	-0.4	0.4	0.1	-6	-7	CS(=O)(=O)N1CCN(C(=O)c2cc(-c3cccnc3)nc3ccc(Cl)cc23)CC1	-3	0	-5	0

Bioassay records deposited in PubChem by several laboratories.
